Bioassay records from PubChem.
Yfh1-depleted yeast – enhancers of respiration in Yfh1-depleted yeast, dose response, Friedreich's ataxia, plus single-dose screen (AID 1465). actives 0.074% (n = 220,000). S. cerevisiae Yfh1-off respiration, WST-1 reduction, 72 h; higher fold induction means a stronger effect. fold induction at 50 µM; hits with a dose series show EC50 in µM;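 active = fold induction of absorbance versus untreated yeast above a set limit, then at least 30% activation at any dose in follow-up; inconclusive = repeats straddling the limit, or above it without dose testing; inactive = fold induction below the set limit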;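 also: activators that raise dye reduction in frataxin-depleted yeast; strong numbers were not always called active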
GPR55 LPI antagonism – GPR55 antagonists blocking LPI-driven arrestin recruitment, primary screen, imaging, U2OS, beta-arrestin-GFP, LPI agonist (AID 2013); G-protein coupled receptor 55 (Homo sapiens); one-dose inhibition, % at 10 µM; IC50 in µM for titrated hits; U2OS GPR55 beta-arrestin-GFP translocation imaging, LPI antagonism; higher % means a stronger effect; actives 0.13% (n = 290,000);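 active = spots per cell inhibited over 60%, with over 100 cells counted and total cytoplasm intensity under 500,000; inconclusive = wells with under 100 cells, flagged as likely toxic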;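 also: U2OS cells stably carrying GPR55 and arrestin-GFP stimulated by 5 µM LPI near EC80; imaged beta-arrestin-GFP aggregate spots per cell after agonist stimulation; plate controls were LPI-stimulated DMSO wells for no effect and DMSO wells without LPI for full effect; some results filed as inactive read as strong as hits; confirmed hits need IC50 under 10 µM and bright autofluorescent wells are also inconclusive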
Dengue-2 NS5 capping – Dengue-2 NS5 methyltransferase inhibitors, primary screen, biochemical, confirmation dose response (AID 588689) | Genome polyprotein (Dengue virus type 2 (strain 16681-PDK53)) | Dengue-2 NS5 methyltransferase capping enzyme assay, biochemical; higher % means a stronger effect | one-dose inhibition, % at 25 µM; IC50 in µM for titrated hits | actives 0.3% (n = 340,000); in the data active = a potency from the dose series; inconclusive = inhibition above about 29% without an active follow-up result
Large T inhibition – SV40 large T antigen inhibitors, biochemical (AID 1903); SV40 large T antigen ATPase/helicase inhibition assay; higher % means a stronger effect; inhibition, % at 20 µM; hits with a dose series show IC50 in µM; actives 0.39% (n = 310,000); in the data active = a potency from the dose series; inconclusive = inhibition mostly from about 32% at the one dose, without a potency; inactive = the rest, 99 in 100 with inhibition below about 32%; also: strong numbers were not always called active
NTR1 ag – agonists of NTR1, primary screen, imaging, U2OS cells, beta-arrestin-GFP, high content (AID 493036) | activation, % at 20 µM | actives 0.17% (n = 330,000) | Neurotensin receptor type 1 (Homo sapiens), P30989 | NTR1-U2OS beta-arrestin-GFP spot imaging, agonist mode;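 active = activation at or above 40% of the spot to cytoplasm intensity ratio, with at least 20 cells analyzed; inconclusive = wells under 20 cells, flagged as cytotoxic or low count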;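 also: 0% = DMSO without peptide and 100% = 100 nM NTR1 peptide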
Target sequence (P30989 whole entry, looked up): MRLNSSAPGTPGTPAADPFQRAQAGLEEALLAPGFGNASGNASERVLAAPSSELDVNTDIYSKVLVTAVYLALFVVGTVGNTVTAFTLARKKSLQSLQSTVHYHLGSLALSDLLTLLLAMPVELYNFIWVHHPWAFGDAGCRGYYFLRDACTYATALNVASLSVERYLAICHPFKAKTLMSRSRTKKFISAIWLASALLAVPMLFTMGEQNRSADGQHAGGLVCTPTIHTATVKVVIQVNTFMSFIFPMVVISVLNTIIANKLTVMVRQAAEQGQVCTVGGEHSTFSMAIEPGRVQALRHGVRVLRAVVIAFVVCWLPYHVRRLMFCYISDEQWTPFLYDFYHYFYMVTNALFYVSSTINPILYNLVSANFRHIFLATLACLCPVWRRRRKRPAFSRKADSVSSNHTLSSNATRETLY
GPR55 activation – GPR55 agonists via beta-arrestin recruitment, primary screen, imaging, U2OS cells, beta-arrestin-GFP redistribution (AID 1961); activation, % at 10 µM, or EC50 in µM where a hit was titrated; actives 0.048% (n = 290,000); G-protein coupled receptor 55 (Homo sapiens); U2OS GPR55 beta-arrestin-GFP redistribution imaging; higher % means a stronger effect;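 active = activation above 40% with more than 50 cells counted in the well; inconclusive = wells holding fewer than 50 cells, flagged as toxic or sparse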;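 also: U2OS osteosarcoma cells stably expressing GPR55 and beta-arrestin-GFP; plate controls were DMSO negative control for no effect and LPI positive control for full effect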
AID2073 – inhibitors of Mint1-CaV2.2 protein interaction, biochemical, HTRF (AID 2073). Voltage-dependent N-type calcium channel subunit alpha-1B (Homo sapiens). HTRF protein-protein interaction, Mint1-CaV2.2; higher % means a stronger effect. inhibition, % at 20 µM; hits with a dose series show IC50 in µM. actives 0.19% (n = 290,000); in the data active = inhibition mostly above about 51%, no sharp cut-off; inconclusive = no clear call, values can overlap the other calls; inactive = mostly below about 53%; also: some results filed as inactive read as strong as hits
GPR35 arrestin U2OS – GPR35 antagonists blocking zaprinast-driven arrestin recruitment, primary screen, imaging, U2OS, beta-arrestin-GFP, zaprinast agonist (AID 2058); G-protein coupled receptor 35 (Homo sapiens); U2OS GPR35 beta-arrestin-GFP translocation imaging, zaprinast antagonism; higher % means a stronger effect; one-dose inhibition, % at 10 µM; IC50 in µM for titrated hits; actives 0.052% (n = 290,000);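 active = inhibition of at least 50% with at least 30 cells and total cytoplasm GFP at most 10,000,000; inconclusive = under 30 cells or total GFP of 10,000,000 plus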
Rac1 GTP hydrolysis – MgcRacGAP GTPase-activating activity inhibitors, confirmation, biochemical, ADP Hunter fluorescence; Rac GTPase-activating protein 1 (Homo sapiens); MgcRacGAP-stimulated Rac1 GTP hydrolysis, ADP Hunter fluorescence; higher % means a stronger effect; GST-tagged Rac1 F28L mutant substrate; inhibition, % at 30 µM; hits with a dose series show IC50 in µM; actives 0.6% (n = 340,000); AID 624330, 2012;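 active = first-screen hits whose inhibition reached a set limit at any dose in the follow-up dose series; inconclusive = inhibition above the set first-screen limit but never retested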;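 also: fluorescence reports GDP produced by GAP-driven GTP hydrolysis; strong numbers were not always called active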
NTR1 ag cell count 20 µM – second read-out of NTR1 ag, no call of its own (marks repeat the call); cell count; measured here: cell count, cytotoxicity flag
Dengue-2 NS5 capping pilot replicate – further read-out of Dengue-2 NS5 capping, marked with its call; inhibition, %; measured here: pilot screen replicate inhibition
Active calls of the source: *; i = inactive; ? = inconclusive; / = not tested or not shown.

SMILES	Yfh1-depleted yeast	GPR55 LPI antagonism	Dengue-2 NS5 capping	Large T inhibition	NTR1 ag	NTR1 ag cell count 20 µM	GPR55 activation	AID2073	GPR35 arrestin U2OS	Rac1 GTP hydrolysis	others
COc1cc2c(cc1OC)CN(C(=S)Nc1c(C)cccc1C)CC2	i	0%	1%	4%	1.1	58	-0.2%	-8%	9%	10%
CCOC(=O)C1(CCc2ccccc2)CCN(C(=O)c2cnc(C)cn2)CC1	i	6%	-12%	27%	-0.3	50	-0.1%	-4%	-8%	1%
COc1cc(C(=O)NCCCNc2nc3c(C)cc(C)cc3cc2C#N)cc(OC)c1OC	i	13%	-8%	3%	5.5	40	0.2%	-4%	-8%	5%
COc1ccc(C(=O)Nc2cc(C)on2)cc1[N+](=O)[O-]	i	-2%	-9%	21%	0.2	45	0.0%	6%	-15%	4%
CC1CCCN(S(=O)(=O)c2ccc(C(=O)Nc3nnc(-c4ccco4)o3)cc2)C1 (stereo not drawn)	/	-4%	3%	-3%	-0.4	55	-0.1%	17%	-3%	8%
CNC(=O)C1CC(=O)N(Cc2ccccc2)C(=Nc2ccc(OC)cc2)S1 (stereo not drawn)	i	17%	1%	1%	-0.7	58	0.3%	-2%	8%	-1%	Dengue-2 NS5 capping pilot replicate=-0.2
Cc1c(CC(=O)O)c(=O)oc2cc(OCc3ccc(F)cc3Cl)ccc12	/	-9%	0%	4%	1.4	54	0.0%	23%	-3%	/
Cc1ccc(-n2ccc(=O)c(C(=O)Nc3ccc(S(=O)(=O)Nc4onc(C)c4C)cc3)n2)cc1	/	-19%	1%	16%	0.6	63	-0.1%	15%	0%	-1%
O=C(NC1CCCCCC1)c1cc(S(=O)(=O)N2CCCCC2)ccc1N1CCOCC1	i	2%	-8%	8%	0.3	36	0.6%	0%	-9%	9%
Cc1sc(NC(=S)NC(=O)c2ccco2)c(C#N)c1C	i	3%	1%	14%	0.3	52	0.2%	13%	-15%	20%
Cc1ccc(O)c(NC(=O)c2cc(-c3ccccc3)on2)c1	/	3%	4%	5%	0.4	56	0.0%	14%	4%	-4%
O=C(O)C[C@H]1c2cc(F)ccc2S(=O)(=O)N1C1CCN(Cc2ccccc2)CC1	i	/	3%	19%	-1.2	99	/	/	/	6%
Cn1c(N)c(-c2ccccc2)c2ccc([N+](=O)[O-])cc2c1=O	/	1%	?	-5%	-0.9	57	-0.1%	6%	23%	14%
O=C(COc1ncnc2scc(-c3ccccc3)c12)NCCN1C(=O)CSC1=O	i	-7%	/	8%	-1.0	56	-0.7%	1%	-3%	/
COC(=O)c1ccccc1NC(=O)Nc1cccc(C)n1	i	-5%	-1%	3%	0.7	89	-0.1%	3%	8%	3%
O=C(CSc1nnnn1-c1ccc2c(c1)OCCO2)Nc1nc2c(s1)CCCC2	i	9%	-3%	-3%	3.4	45	0.3%	-11%	2%	4%
COc1ccc(-c2noc(C3CCCN(C(=O)c4ccc(C)cc4)C3)n2)cc1 (stereo not drawn)	i	-2%	-2%	11%	3.4	63	-0.1%	-5%	7%	7%
c1cnc2c(c1)ncc1cscc12	i	-11%	-11%	6%	-0.3	97	-0.4%	4%	4%	5%
CCOC(=O)c1ccc(NC(=O)NC2CC3CCC(C2)N3C(=S)NC)cc1 (stereo not drawn)	i	1%	1%	11%	0.0	54	0.0%	-17%	-13%	1%
CCOc1ccc2[nH]cc(-c3csc(N)n3)c2c1	/	2%	-10%	7%	-0.1	85	-0.1%	-14%	3%	/
CCOc1ccc(C2C(C#N)=C(N)Oc3cc(C)[nH]c(=O)c32)cc1OC (stereo not drawn)	i	14%	-11%	19%	1.6	66	-0.1%	0%	-2%	3%
CCCCOC(=O)Nc1ccc2c(C)cc(=O)oc2c1	i	-10%	-5%	3%	1.7	93	0.3%	7%	0%	-1%
O=C(O)c1cccc(-c2ccc3c(c2)OCO3)c1	/	2%	-4%	6%	0.4	68	-0.1%	12%	4%	7%
COc1cc(CN2CCN(Cc3ccc(C(F)(F)F)cc3)CC2)cc(OC)c1OC	/	7%	7%	4%	1.9	52	0.6%	4%	4%	122µM*	Dengue-2 NS5 capping pilot replicate=-3.0
CC1N(C)c2cc(NC(=O)c3ccco3)ccc2C1(C)C (stereo not drawn)	i	16%	?	21%	-0.8	51	-0.1%	-5%	-2%	-26%
COc1ccc(N2CCN(S(=O)(=O)c3ccc(-c4cc(C)no4)s3)CC2)cc1	/	1%	3%	7%	1.3	52	-0.1%	22%	-2%	8%
COc1ccc(C2C3=C(Nc4ncnn42)c2ccccc2CC3)cc1OC (stereo not drawn)	i	-18%	/	10%	-0.4	34	-0.2%	6%	-3%	/
COC(=O)c1cc(NC(=O)CC2Oc3ccccc3NC2=O)cc(C(=O)OC)c1 (stereo not drawn)	/	16%	7%	9%	-1.3	50	0.3%	7%	-11%	6%
COc1nc(N(CC(N)=O)S(=O)(=O)c2ccccc2)nc(C)c1Cl	?	2%	6%	-5%	-1.5	91	0.0%	7%	14%	6%
COc1ccc(N2C(=O)CC(N3CCN(c4ccccc4OC)CC3)C2=O)cc1 (stereo not drawn)	/	-2%	-2%	9%	-0.1	61	0.3%	10%	-2%	-12%
O=C(CN1CCN(c2ccccn2)CC1)Nc1ccc(OC(F)(F)F)cc1	/	0%	-3%	7%	0.0	97	0.4%	-9%	-4%	4%
CCCCC(=O)NNC(=O)N1c2ccccc2Sc2ccccc21	/	-2%	-1%	13%	-1.2	84	-0.1%	7%	-4%	?
CCCCn1c(N)c(N(CCOC)C(=O)c2ccc(-c3ccccc3)cc2)c(=O)[nH]c1=O	/	/	-1%	9%	0.6	64	/	/	/	10%
Cc1ccc(NC(=O)NCc2nc3ccccc3n2C)cc1	/	-10%	-2%	-1%	0.2	44	-0.2%	22%	19%	9%
CCOC(=O)c1c(NC(=O)COC(=O)Cn2cnc3ccccc32)sc2c1CCC(C)C2 (stereo not drawn)	i	1%	-1%	1%	/	/	0.5%	10%	-6%	-1%
O=C(Nc1nnc(Cc2ccc(Cl)cc2)s1)c1ccncc1	i	2%	/	9%	2.8	41	-0.1%	0%	0%	/
CN(C)CCNC(=O)Cn1c(=O)c2cccn2c2ccc(F)cc21	/	11%	-3%	9%	-1.3	88	-0.3%	6%	-2%	11%
O=S(=O)(NCc1cccnc1)c1ccc(Br)c2ccccc12	/	12%	-9%	2%	1.5	49	0.2%	9%	-12%	4%
CCOc1ccc(S(=O)(=O)N2CCN(C(=O)c3cccnc3)CC2)cc1	/	4%	-2%	2%	-0.9	58	-0.2%	11%	2%	8%
c1ccc(CNc2nc(-c3ccccn3)nc3ccccc23)cc1	/	3%	-12%	25%	4.1	94	-0.1%	11%	-4%	5%
O=C(Nc1ccc(S(=O)(=O)NC2=NCCCCC2)cc1)c1ccc2ccccc2n1	i	0%	-5%	9%	0.0	58	0.8%	3%	-9%	-4%
O=C(c1cc(-c2cccs2)nn1-c1ccccc1)N1CCN(S(=O)(=O)c2ccccc2)CC1	/	/	1%	10%	2.9	75	/	/	/	-2%
O=C(Nc1ccc2c(c1)OCO2)c1ccccc1SCC(=O)N1CCCC1	/	-6%	-6%	0%	-1.7	78	0.0%	12%	-7%	3%
Nc1cc(S(=O)(=O)Nc2ccccc2Cl)ccc1N1CCCC1	i	12%	5%	29%	1.6	59	-0.3%	-6%	-6%	11%
Nc1ccc(Cl)c(NC(=O)c2cccs2)c1	i	-1%	-1%	-1%	1.3	53	0.2%	6%	-19%	11%
Cc1ccc(-c2csc3nc(C(C)C)oc(=O)c23)c(C)c1	i	11%	-9%	0%	0.2	43	-0.2%	-10%	4%	5%
COC12NC(=O)N(C)C1(OC)C(=O)N(C)C(=O)N2C (stereo not drawn)	i	-5%	-10%	9%	0.4	77	-0.1%	2%	1%	7%
Nc1ccccc1-c1nc2ccccc2s1	i	4%	-7%	22%	0.7	65	-0.1%	17%	-5%	10%
COc1cc(C(=O)Nc2cc(-c3nc4cc(C)ccc4o3)ccc2C)cc(OC)c1OC	i	-3%	-1%	1%	16	28	-0.2%	10%	-6%	1%
O=C(COc1ccccc1)Nc1nnc(C23CC4CC(CC(C4)C2)C3)s1	i	9%	-4%	3%	6.6	82	0.1%	-4%	-7%	5%
O=C(CN1CCCCC1)Nc1nnc(-c2ccccc2)s1	i	-9%	3%	27%	0.2	39	1.1%	-3%	-23%	-2%
COc1ccccc1/C=C1\SC(=S)N(CCC(=O)NCCCN2CCOCC2)C1=O	i	4%	-3%	/	0.3	53	-0.1%	-2%	-6%	1%
COc1ccccc1NC(=S)NC(=O)/C=C/c1ccco1	i	-4%	-3%	26%	1.6	46	-0.3%	12%	10%	10%
Cc1ccc(-c2c3c(=O)n(C)c(=O)n(C)c3cn2Cc2ccccc2)cc1	i	-2%	-4%	11%	6.6	92	-0.1%	14%	10%	6%
Cc1cc(CN2C(=O)c3ccccc3C2=O)cc(N2CCOCC2)c1	i	-6%	7%	6%	0.3	55	-0.2%	-2%	8%	3%
CC1c2ccsc2CCN1S(=O)(=O)c1cccs1 (stereo not drawn)	i	15%	5%	14%	0.2	36	0.3%	7%	-13%	-8%
O=C(Nc1sc2c(c1C(=O)c1ccccc1)CCCC2)c1cccnc1	i	-14%	-4%	6%	6.3	43	0.2%	-11%	-8%	5%
Oc1ccc(C(c2nnnn2C2CCCCC2)N2CCOCC2)cc1 (stereo not drawn)	i	-1%	-4%	3%	2.5	67	0.5%	5%	0%	9%
COc1cc(/C=N/N=C(\N)c2nonc2N)cc(OC)c1O	i	-3%	-6%	36%	-0.1	65	-0.3%	-7%	10%	19%
